# Bioassay records (PubChem)
# rTrxR1 inhibitor: blocks rat thioredoxin reductase 1; recombinant rTrxR1, NADPH fluorescence consumption, selenite substrate; Potency, µM (highest dose often 114 µM), for the others: at the highest dose activity change, negative = inhibition, most hits filed as inhibitors; 390,000 compounds, 1% hits; AID 588453; further: potency means the concentration at half of the fitted maximal effect; on the % scale 0 is the no-effect control and ±100 the full control effect; nearly all actives have a fitted effect of over 65% in size
#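 Rat TrxR1 (90 nM in the dispensed reagent) was pre-reduced with 400 uM NADPH for 5 min at room temperature, then incubated with compound for 15 min. After 400 uM selenite was added, NADPH fluorescence (Ex 340/Em 450 nm) was followed for 8 min.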
# Pin1 inhibitor: human Pin1 inhibition | Q13526 | Pin1 FP peptide displacement, HiFluor488, 10 min | Potency, µM (doses to about 115 µM), for inactives: at the highest dose activity, negative = inhibition, hits mostly inhibitors | 390,000 compounds, 0.009% hits | AID 504891; active means well fitted inhibition curve with a large enough effect in the polarisation, with a control signal flat, not every such curve was filed as active; inconclusive means small, poorly fitted or top-dose-only effect, or effect the other way, or a change in a side signal; inactive means no such curve, though single readings can be large or run the other way; the % refers to the polarisation; further: potency means the concentration at half of the fitted maximal effect; on the % scale 0 is the no-effect control and ±100 the full control effect
# Target sequence (Q13526 whole entry, looked up): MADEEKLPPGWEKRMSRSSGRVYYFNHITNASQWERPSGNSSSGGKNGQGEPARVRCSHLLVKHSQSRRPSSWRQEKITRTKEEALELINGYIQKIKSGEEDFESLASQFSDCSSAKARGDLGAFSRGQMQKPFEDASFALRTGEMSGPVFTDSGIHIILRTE
# TRHR agonist: activates the human TRH receptor; 360,000 compounds, 0.18% hits; activation, % at 2 µM; AID 493084; TRHR cells, calcium flux fluo-8, FDSS agonist mode; P34981; in the data active means activation above about 30%; further: 0% is about no effect
#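 TRHR-expressing cells loaded with fluo-8 calcium dye; 23 nL library compound pin-transferred, kinetic FDSS fluorescence (Ex 480/Em 530) recorded about 180 s for agonist-induced calcium release, before a 10 nM TRH EC20 addition for potentiator mode.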
# TrxR1 substrate: substrates of rat thioredoxin reductase 1. O89049. purified TrxR1 substrate turnover, NADPH consumption readout. Potency, µM (series often up to 114 µM), without a hit: at the top dose activity change, negative = substrate turnover. 390,000 compounds, 0.01% hits; further: potency means the concentration at half of the fitted maximal effect; on the % scale 0 is the no-effect control and ±100 the full control effect; nearly all actives have a fitted effect of over 50% in size
#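 Rat TrxR1, dispensed at 90 nM, was prereduced with 400 uM NADPH (final) for 5 min at ~22 deg C, then incubated with compound 15 min before 400 uM selenite. A first-read NADPH fluorescence drop versus no-compound background flagged substrates.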
# D2 antag: antagonists of human D2 dopamine receptor. HEK293 TREx D2 cells, calcium flux, dopamine EC80. P14416. inhibition, % at 10 µM. 340,000 compounds, 2% hits; in the data active means inhibition above about 30%; further: 0% is about no effect
#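 Calcium mobilization kinetics were recorded at 1 s intervals in tetracycline-induced HEK293 T-REx D2 cells, first for 180 s after compound addition and then 180 s after EC80 dopamine.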
# USP1 inh: USP1/UAF1 (human) deubiquitinase inhibition. recombinant USP1/UAF1, Ub-Rhodamine cleavage fluorescence. Potency, µM (series often up to 57.1 µM), for the others: at the top dose activity change, negative = inhibition, usual class: inhibitors. 390,000 compounds, 0.23% hits; further: potency means the concentration at half of the fitted maximal effect; on the % scale 0 is the no-effect control and ±100 the full control effect; nearly all actives have a fitted effect of over 60% in size; inactives centre near -12
# Target sequence (O94782 whole entry, looked up): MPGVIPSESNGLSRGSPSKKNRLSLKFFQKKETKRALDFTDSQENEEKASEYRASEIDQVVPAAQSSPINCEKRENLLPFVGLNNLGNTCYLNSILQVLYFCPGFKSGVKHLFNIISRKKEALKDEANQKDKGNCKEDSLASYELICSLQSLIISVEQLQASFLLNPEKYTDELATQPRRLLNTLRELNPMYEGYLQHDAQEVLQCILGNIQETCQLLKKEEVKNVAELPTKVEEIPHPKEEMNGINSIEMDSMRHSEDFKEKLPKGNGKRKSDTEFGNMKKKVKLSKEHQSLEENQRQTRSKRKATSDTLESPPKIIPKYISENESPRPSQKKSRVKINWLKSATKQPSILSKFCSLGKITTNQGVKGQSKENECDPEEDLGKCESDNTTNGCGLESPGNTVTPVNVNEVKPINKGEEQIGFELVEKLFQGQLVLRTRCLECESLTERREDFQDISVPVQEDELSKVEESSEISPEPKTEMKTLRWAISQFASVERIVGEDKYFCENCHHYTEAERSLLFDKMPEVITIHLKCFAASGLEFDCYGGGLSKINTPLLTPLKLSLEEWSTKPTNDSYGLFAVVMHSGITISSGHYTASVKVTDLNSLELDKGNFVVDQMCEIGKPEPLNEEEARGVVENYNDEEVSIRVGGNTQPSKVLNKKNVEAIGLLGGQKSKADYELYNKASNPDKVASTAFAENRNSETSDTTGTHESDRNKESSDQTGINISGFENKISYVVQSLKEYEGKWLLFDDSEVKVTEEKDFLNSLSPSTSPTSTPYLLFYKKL
#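 1 nM enzyme complex + cpd, 15 min RT; start with Ub-Rho 150nM final; kinetic fluorescence ex 480/em 540, 6 reads q60 s. Buffer 50mM HEPES pH 7.8, 0.5mM EDTA, 0.1 mg/ml BSA, 1mM TCEP, 0.01% Tween-20.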
# D2 agonist: D2 dopamine receptor (human) agonism. P14416. activation, % at 2 µM. 340,000 compounds, 0.53% hits. HEK293 T-REx D2 cells, calcium flux agonist mode;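 active means activation over 3 SD above normal in the single-dose calcium agonist read, cut at about 30% in these data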; further: 0% is about no effect
#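 Calcium-flux readout, 1 cycle/sec over 180 s following compound pin transfer, in inducible HEK293 Trex D2 cells (force-coupled); dopamine controls included. Positive calcium responses during this window marked compounds as potential agonists.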
# TRHR PAM: allosteric enhancers of human TRH receptor; TRHR cells, fluo-8 calcium fluorescence, EC20 TRH enhancement; enhancement, % at 2 µM; 360,000 compounds, 0.66% hits; AID 493056; in the data active means enhancement above about 30%; further: 0% is about no effect
#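 TRHR-expressing cells loaded with fluo-8 calcium dye were read kinetically (ex 480/em 530) during compound addition, then stimulated with an EC20 of TRH (10 nM final). Enhancement of the Gq-mediated intracellular calcium response was scored.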
# mIDH1 inhibitor: inhibitors of human mutant IDH1 R132H; O75874; IDH1-R132H enzyme, NADPH consumption, diaphorase/resazurin fluorescence; Potency, µM (top dose mostly 76.6 µM), for the others: at the top dose activity change, negative = inhibition, actives largely listed as inhibitors; 390,000 compounds, 0.093% hits; AID 602179; further: potency means the concentration at half of the fitted maximal effect; on the % scale 0 is the no-effect control and ±100 the full control effect; nearly all actives have a fitted effect of over 65% in size
#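 IDH1-R132H (0.5 ug/mL dispensed) in pH 7.5 Tris buffer was preincubated 30 min with compound, then given a substrate mix of 0.016 mM NADPH and 2 mM alpha-KG for 80 min at room temperature; remaining NADPH was read by diaphorase/resazurin fluorescence.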
# Numbers without * were called inactive; ? = inconclusive; · = not tested or not shown; ! = repeats disagree; [ ] = another dose, or the depositor's remark. Unless noted, the call rests on the fitted dose curve; in most records, active means well fitted inhibition curve with a large enough effect; inconclusive means small, poorly fitted or top-dose-only effect; inactive means no such curve, though single readings can be large or run the other way. These rows are one share of the data. The share of hits here may be higher or lower than overall.
# Results follow in this order: TRHR PAM	mIDH1 inhibitor	TrxR1 substrate	D2 antag	USP1 inh	D2 agonist	TRHR agonist	rTrxR1 inhibitor	Pin1 inhibitor
- COc1cc(NC(=O)c2cccs2)ccc1NC(=O)c1cc2ccccc2o1
  -2	-3%	40%[activator]	-19	-25%	0.6	-0.5	36%[activator]	1%
- COc1ccc(C(=O)Nc2ccncc2)cc1OC
  5	3%	8%	-11	-13%	1.0	0.7	7%	-7%
- CSc1nc(C)cc(OCCNS(=O)(=O)c2cc(C)ccc2C)n1
  -1	2%	6%[57.1 µM]	-9	3%	-0.4	-1.2	-5%	5%
- O=C(Nc1cccnc1)c1cnn2cccnc12
  -5	1%	1%[57.1 µM]	5	-7%	1.1	0.5	18%[57.1 µM]	-8%
- O=C(Nc1ccccn1)c1ccc(S(=O)(=O)c2ccc(Cl)cc2)cc1
  -4	2%	4%[57.1 µM]	0	-6%	-0.1	0.5	28%[57.1 µM]	-5%
- O=C(COC(=O)c1sc2ccccc2c1Cl)Nc1ncc(Cl)cc1Cl
  -2	7%	6%	-10	-16%	-0.2	0.1	10%	?
- CCOC(=O)CNc1c(-c2ccc(F)cc2)nc2cnccn12
  3	5%	239%[activator]	3	-7%	0.5	0.3	9%	-21%
- O=C(/C=C/c1ccco1)Nc1ccc(-c2nc3ccccc3[nH]2)cc1
  -5	3%	0%	3	-2%	0.4	-0.1	-9%	12%
- COc1ccccc1CNC(=O)c1ccc2c(c1)N(Cc1cccc(C)c1)C(=O)c1ccccc1S2(=O)=O
  7	0%	-3%	·	-24%	0.3	0.9	7%	40%[activator]
- COc1ccccc1/C=C/C=N/NC(=O)c1ccccn1
  -4	-7%	-13%	4	-8%	-0.6	-0.2	-12%	5%
- CCOC(=O)C1(CCCc2ccccc2)CCN(Cc2cnc(C)s2)CC1
  -8	-5%	-5%	23	0%	0.9	-0.1	0%[57.1 µM]	4%
- c1cn(CCCNC2=NCCCCC2)cn1
  -2	6%	5%	6	-3%	-1.1	-0.2	-1%	7%
- Cc1ccccc1OCC(=O)OC(C)CN1CCN(C)CC1 (stereo not given)
  -4	0%	-10%	-7	2%	-1.3	-0.1	-13%	-5%
- CCOc1ccc(NS(=O)(=O)c2cc3c4c(c2)CCN4C(=O)CC3)cc1
  5	-3%	-6%	4	-4%	0.4	-0.3	-6%	6%
- O=C(Nc1nccs1)C1CC(=O)N(c2ccc(Cl)cc2)C1 (stereo not given)
  0	1%	7%	12	-24%	0.4	0.8	24%	3%
- COc1cccc(NC(CNS(=O)(=O)c2ccc(C)cc2)c2ccccc2)c1 (stereo not given)
  8	·	0%	·	-6%	·	-1.2	12%	-6%
- O=C(/C=C/c1ccc(Cl)c([N+](=O)[O-])c1)Nc1ccc(NC(=O)c2ccco2)cc1
  21	-3%	9%[57.1 µM]	8	7%	0.2	0.9	21%[57.1 µM]	-1%
- CCOc1ccc(NS(=O)(=O)c2ccc3c(c2)N(C(C)=O)CC3)cc1
  13	15%	-3%	-6	-8%	-0.5	0.9	6%[57.1 µM]	2%
- Clc1c(-c2nnc3n2CCCCC3)sc2ccccc12
  -4	6%	0%	·	-11%	·	0.1	1%	3%
- O=C(NCCc1ccccc1)NC(Cc1ccccc1)C(=O)O (stereo not given)
  8	8%	-2%[57.1 µM]	13	-5%	-0.1	0.2	0%[57.1 µM]	-6%
- COc1ccccc1OCCNC(=O)c1cccc(S(=O)(=O)N2CCN(Cc3ccccc3)CC2)c1
  1	16%	-1%	·	-24%	·	-0.3	26%	2%
- Cc1ccc(Oc2nc3c(C)cccn3c(=O)c2/C=C(\C#N)C(N)=O)cc1
  -1	3%	23%[57.1 µM]	-8	-3%	0.1	-0.3	-5%[57.1 µM]	0%
- CN(C)S(=O)(=O)c1ccc(NC(=O)N2CCN(c3cccc(C(F)(F)F)c3)CC2)cc1
  6	1%	-12%	-22	-13%	-0.3	-0.4	-12%	-1%
- O=C1NC(=O)C(c2ccccc2[N+](=O)[O-])=C1Nc1ccc(O)c(Cl)c1
  -1	16%	-3%[57.1 µM]	-14	-17%	1.3	0.8	2.7µM*!	-3%
- COc1ccc(NS(=O)(=O)c2cc(Br)cc3c2N(C(C)=O)CC3)cc1
  -6	4%	6%[0.0914 µM]	63*	0%	0.5	-0.3	5%[57.1 µM]	-5%
- COc1ccc(NC(=O)CN2CCN(c3ccc(C)cc3C)CC2)cc1
  3	5%	4%[57.1 µM]	6	-19%	0.4	-0.1	4%[57.1 µM]	-7%
- CC(C)Sc1ncc(Cl)c(C(=O)Nc2nc3ccc(S(C)(=O)=O)cc3s2)n1
  2	14%	4%	·	-21%	-1.2	-0.9	13%	2%
- CCOCC(=O)Nc1nc2ccc(OC)cc2s1
  -5	14%	-6%	2	-12%	1.3	-0.3	-23%	-22%
- Nc1nc(=S)c2ncn(C3OC(CO)CC3O)c2[nH]1 (stereo not given)
  ·	0%	-10%	·	-6%	·	·	?	-7%
- COc1ccc(N(C(=O)/C=C/c2ccccc2)C2=CC3CCC(C2)N3C)cc1 (stereo not given)
  5	-1%	2%	6	-13%	1.6	1.3	9%	-1%
- CCCCOC(=O)C[N+](C)(C)CCOC1CC2CCC1(C)C2(C)C (stereo not given)
  6	2%	-4%	22	-8%	0.0	0.1	-19%	-7%
- CN(C)c1ccc(/C=C2\CCCc3c2nc2ccccc2c3C(=O)O)cc1
  -14	-6%	-6%[57.1 µM]	3	-14%	0.8	0.0	-8%[57.1 µM]	40%[activator]
- CCOC(=O)N1CCN(S(=O)(=O)c2cc(-c3nn4c(C)nnc4c4ccccc34)ccc2C)CC1
  11	-1%	9%	14	-6%	0.8	1.0	21%	1%
- C=CCn1c(N(C)C)nc2c1c(=O)[nH]c(=O)n2C
  -4	-12%	-5%	·	-10%	·	-0.5	17%	5%
- CCC(C)c1ccc(S(=O)(=O)N2CCN(C(=O)c3ccc(Cl)c(S(=O)(=O)N4CCOCC4)c3)CC2)cc1 (stereo not given)
  ·	-3%	-2%	·	-8%	·	·	17%	10%
- Cc1ccc(-c2cc3ncc4c(n3n2)-c2ccccc2OC4)cc1
  20	5%	13%[11.4 µM]	·	-13%	-0.2	0.5	14%[11.4 µM]	0%
- CCOC(=O)c1ccccc1NC(=O)CN1CCCN(Cc2cccc(Cl)c2)S1(=O)=O
  -1	22%	9%	·	-27%	0.3	0.6	35%	0%
- COc1ccc(-n2c(=S)[nH]c3cc(C(=O)Nc4cc(OC)c(OC)c(OC)c4)ccc3c2=O)c(OC)c1
  15	3%	-4%	10	-11%	-0.1	-1.0	-2%[57.1 µM]	-7%
- Cc1cccc(C)c1NC(=O)CSc1nnc(NC(=O)CN2CCOCC2)s1
  -5	6%	-1%	15	4%	-0.7	-0.7	?	4%
- COc1ccc(C)cc1NC(=O)NNC(=O)C1CCC(C(C)(C)C)CC1 (stereo not given)
  4	3%	-3%	-7	-27%	-0.6	-1.2	10%	3%
- CCOC(=O)C1CCCN(C(=O)c2cc(-c3ccccc3)on2)C1 (stereo not given)
  0	0%	5%	1	-1%	0.5	0.0	15%	-2%
- CC1CCC(NC(=O)CCN2C(=O)C3CC=CCC3C2=O)CC1 (stereo not given)
  ·	2%	-5%	·	-11%	·	·	5%	-6%
- CN(C(=O)c1cccc(NC(=O)Cc2ccc([N+](=O)[O-])cc2)c1)C1CCC1
  ·	-8%	-1%	·	-26%	·	·	7%	1%
- CN(C)C(=O)/C=C\c1cn(-c2ccccc2)nc1-c1ccc2c(c1)OCCO2
  2	-4%	-5%	2	-17%	-1.1	0.0	-14%	3%
- O=C(CSc1ccccc1)NCCc1ccc(F)cc1
  1	3%	10%	9	-20%	0.5	-1.0	36%[activator]	-4%
- COc1ccc(N2CCC(CNC(=O)Nc3ccc(OC)cc3OC)C2)cc1 (stereo not given)
  -1	18%	11%[57.1 µM]	15	-8%	0.4	-0.9	0%[57.1 µM]	12%
- CC(=O)Nc1ccc2c(c1)[nH]c(=O)c1ccccc12
  ·	-1%	47%[57.1 µM]	·	-14%	·	·	0%[11.4 µM]	4%
- Oc1ccccc1N1CCN(c2nnnn2-c2ccccc2)CC1
  -1	18%	0%[57.1 µM]	4	-10%	1.0	0.2	24%[57.1 µM]	0%
- O=C(OCC(=O)N1CCOCC1)c1cccc(S(=O)(=O)N2CCCc3ccccc32)c1
  0	-10%	1%	4	-23%	-1.7	0.1	16%	-11%
- Cc1ccc(C2NS(=O)(=O)N=C2N)cc1 (stereo not given)
  -1	12%	-15%	-1	-1%	-0.6	0.5	-13%	2%
- CN(C)CCNC(=O)c1cccc2nc3cccc(F)c3nc12
  ·	13%	-17%	·	-1%	·	·	-20%	-8%
- O=C(Cn1cc2c(n1)CCCCC2)Nc1ccc(F)cc1F
  -1	·	·	5	·	0.6	-0.2	·	·
- CCn1c2ccccc2c2cc(NC(=O)COC(=O)C3CCC(=O)N3)ccc21 (stereo not given)
  5	10%	-3%	7	-8%	-1.2	-0.4	-11%	-3%
- CCOC(=O)c1cnc(N)nc1-c1ccccc1
  ·	10%	-7%	·	-15%	·	·	-4%	-8%
- O=C(CSc1nnc(COc2ccccc2)o1)c1ccccc1
  -2	4%	-5%	3	-7%	-0.4	-0.7	8%	-2%
- COc1ccccc1CCC(=O)OCC(=O)Nc1cccc(S(=O)(=O)N2CCCCC2)c1
  -1	-2%	-12%	20	-3%	-0.3	-0.2	-5%	5%
